Source: PubChem
DAGLB inhibitor = DAGLB lipase inhibitors, primary screen, biochemical, fluorescence, HTS; inhibition, % at 5.17 µM; actives 0.059% (n = 340,000); AID 504411, 2011; HEK293T DAGLB membrane lysate, EnzChek fluorogenic substrate; in the data active = inhibition above about 34%;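 also: 0% = enzyme with vehicle and 100% = wells lacking enzyme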
LANA DNA inh = inhibitors of KSHV C-LANA binding to DNA, primary screen, biochemical, fluorescence polarization, FAM-LBS DNA, MBP-C-LANA, single point. Kaposi's sarcoma herpesvirus LANA C-terminal domain (residues 932-1162) DNA binding. inhibition, % at 9 µM. actives 0.078% (n = 340,000). AID 504423, 2011;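 active = highest replicate inhibition at or above 60% at 9 µM, even if other replicates fall short; inactive = all replicates below 60% inhibition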;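 also: 0% = neutral control wells and 100% = 4 µM acridine orange control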
Keap1 Nrf2 FP = Keap1-Nrf2 protein-protein interaction inhibitors, primary screen, biochemical, fluorescence polarization, single point; Kelch-like ECH-associated protein 1 (Homo sapiens), Q14145; Keap1 Kelch-Nrf2 peptide fluorescence polarization, 1536-well; inhibition, % at 9.4 µM; actives 0.15% (n = 340,000); AID 504523, 2011; in the data active = inhibition above about 12%;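 also: human Keap1 Kelch domain with fluorescein labeled Nrf2 9mer peptide probe; 0% = neutral control wells and 100% = peptide positive control; higher means more block of Keap1 binding to Nrf2 peptide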
RTF Ca sens inh = cardiac RTF calcium sensitivity inhibitors, primary screen, biochemical, IANBD-TnC fluorescence, EC70 calcium; Troponin I, cardiac muscle (Homo sapiens) + Troponin T, cardiac muscle (Homo sapiens) + …; IANBD-labeled cardiac RTF, Ca2+ fluorescence; inhibition, % at 7.15 µM; actives 0.12% (n = 340,000); AID 493244, 2011;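 active = inhibition above the mean inhibition of all tested compounds plus 3 SD, cut at about 17% in these data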;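 also: assay run at fixed EC70 calcium of 1.6 mM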
SR-BI uptake up = activators of SR-BI mediated DiI-HDL uptake, primary screen, ldlA[mSR-BI] CHO cells, DiI fluorescence; 3 h; 100 = double the neutral-control signal; activation, % at 12.5 µM; actives 0.096% (n = 320,000); AID 504775, 2011;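 active = mean replicate activation of at least 60% and every replicate at or above 60%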;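 also: 0% = median plate neutral-control signal and 100% = twice that signal; values of inactives mirror those of a sister screen read the other way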
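Material – SR-BI-overexpressing, LDLR-lacking CHO cells · Medium – BSA-supplemented, HEPES-buffered Ham's F12, pH 7.4 · Doses – single concentration · Times – compound with DiI-HDL co-incubation, 3 h at 37 °C · Measured by – bottom-read fluorescence, 550/595 nm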
PKA-R2B act = activators of PKA-R2B holoenzyme, primary screen, biochemical, fluorescence polarization, Cy5-IP20, human; cAMP-dependent protein kinase catalytic subunit beta (Homo sapiens) + cAMP-dependent …; PKA-R2B holoenzyme dissociation; R2B truncated from residue 108, S112A mutant; 0% DMSO only, 100% 113 µM cGMP; activation, % at 11.4 µM; actives 0.079% (n = 340,000); AID 504700, 2011;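 active = activation above a cutoff set at the mean over all compounds plus 3 SD, cut at about 18% in these data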;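 also: higher means more holoenzyme dissociation and a rise in polarization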
NSD2 inh = NSD2 histone methyltransferase inhibitors, primary screen, biochemical, AlphaScreen, single concentration, set 2; Histone-lysine N-methyltransferase NSD2 (Homo sapiens), O96028; NSD2 peptide methylation, 120 min; inhibition, % at 12.5 µM; actives 0.54% (n = 310,000); AID 743445, 2014; in the data active = inhibition above about 50%
Target sequence (O96028 whole entry, looked up): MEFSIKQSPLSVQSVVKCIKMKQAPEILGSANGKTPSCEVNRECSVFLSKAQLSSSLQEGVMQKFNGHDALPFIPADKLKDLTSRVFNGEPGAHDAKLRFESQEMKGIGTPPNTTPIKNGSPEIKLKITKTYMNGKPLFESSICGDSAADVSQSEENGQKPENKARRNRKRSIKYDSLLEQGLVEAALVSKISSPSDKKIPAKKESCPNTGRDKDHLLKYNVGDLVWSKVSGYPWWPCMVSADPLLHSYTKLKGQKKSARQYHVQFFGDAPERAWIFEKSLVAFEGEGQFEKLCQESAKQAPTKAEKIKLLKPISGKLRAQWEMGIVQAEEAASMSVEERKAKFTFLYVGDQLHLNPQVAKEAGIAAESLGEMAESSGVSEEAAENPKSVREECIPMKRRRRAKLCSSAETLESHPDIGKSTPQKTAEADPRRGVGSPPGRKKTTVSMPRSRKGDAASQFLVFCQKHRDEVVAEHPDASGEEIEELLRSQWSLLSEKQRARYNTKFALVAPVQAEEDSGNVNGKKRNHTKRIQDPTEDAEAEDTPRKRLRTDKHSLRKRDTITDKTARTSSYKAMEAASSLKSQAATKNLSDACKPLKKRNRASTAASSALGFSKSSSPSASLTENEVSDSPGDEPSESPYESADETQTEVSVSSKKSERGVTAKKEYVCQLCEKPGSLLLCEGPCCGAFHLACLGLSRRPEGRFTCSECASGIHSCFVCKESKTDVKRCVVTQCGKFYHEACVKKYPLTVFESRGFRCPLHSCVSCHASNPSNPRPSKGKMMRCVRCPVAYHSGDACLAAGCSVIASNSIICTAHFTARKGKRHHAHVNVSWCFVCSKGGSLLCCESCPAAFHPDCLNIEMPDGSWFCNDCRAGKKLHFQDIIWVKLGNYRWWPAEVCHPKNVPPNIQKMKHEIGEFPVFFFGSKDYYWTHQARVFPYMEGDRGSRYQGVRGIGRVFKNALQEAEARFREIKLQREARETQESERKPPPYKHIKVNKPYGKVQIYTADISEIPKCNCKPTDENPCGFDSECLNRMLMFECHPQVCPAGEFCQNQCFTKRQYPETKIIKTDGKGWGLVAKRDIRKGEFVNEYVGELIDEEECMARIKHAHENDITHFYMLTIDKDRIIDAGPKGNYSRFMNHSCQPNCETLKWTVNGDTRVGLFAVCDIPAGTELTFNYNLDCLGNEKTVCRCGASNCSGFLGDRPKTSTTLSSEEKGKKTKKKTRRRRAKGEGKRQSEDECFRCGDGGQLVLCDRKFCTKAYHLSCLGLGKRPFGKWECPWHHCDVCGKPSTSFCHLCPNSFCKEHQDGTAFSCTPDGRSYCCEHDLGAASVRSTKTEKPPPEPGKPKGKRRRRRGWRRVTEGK
SR-BI DiI inh = inhibitors of SR-BI mediated HDL lipid uptake, primary screen, ldlA[mSR-BI] cells, fluorescence, single point; Scavenger receptor class B member 1 (Mus musculus), Q61009; ldlA[mSR-BI] CHO cells, DiI-HDL uptake fluorescence, 3 h; inhibition, % at 12.5 µM; actives 0.96% (n = 320,000); AID 488896, 2010;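 active = mean replicate inhibition of at least 70% and a set share of replicates each scoring 70 or more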;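 also: 0% = median of neutral control wells and 100% = median of positive control wells; values of inactives mirror those of a sister screen read the other way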
Arr AP2 block = inhibitors of beta-arrestin/AP2 binding, primary screen, biochemical, GPCR trafficking, flow cytometry; beta-arrestin 1 C-terminal peptide binding to AP2 beta2-adaptin appendage (human); FITC-arrestin peptide / GST-AP2 beads; AP2 beta2 appendage carries R879A mutation; inhibition, % at 10 µM; actives 0.31% (n = 340,000); AID 504490, 2011;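 active = inhibition above a set limit, near 3 SD of compounds lacking own fluorescence, cut at about 54% in these data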;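 also: plate controls were DMSO wells for no effect and 5 µM unlabelled arrestin peptide for full effect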
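system = GST-tagged AP2 beta2-adaptin appendage (R879A) on 4 µm glutathione beads | reagent = FITC-labelled arrestin peptide probe, 50 nM final | schedule = compound with beads 12 min RT, then probe 1 h RT | signal = HyperCyt-sampled flow cytometry, FL1 channel, ex 488/em 535 nm | read-out = percent response from loss of bead-bound FITC fluorescence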
PvdQ acylase = P. aeruginosa PvdQ acylase inhibitors, primary screen, biochemical, fluorescence, plate reader and imaging, single point; AID 488965, 2010; purified PvdQ acylase; PvdQ acylase [Pseudomonas aeruginosa LESB58]; inhibition, % at 10 µM; actives 0.063% (n = 340,000); in the data active = inhibition above about 30%, passing the limit was not always enough;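 also: 0% = vehicle neutral wells and 100% = reference inhibitor wells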
The depositor's hits bear a star; . = not tested or not shown. Compounds as they come; overall some 2.1% were active at least once.

SMILES	DAGLB inhibitor	LANA DNA inh	Keap1 Nrf2 FP	RTF Ca sens inh	SR-BI uptake up	PKA-R2B act	NSD2 inh	SR-BI DiI inh	Arr AP2 block	PvdQ acylase
Cc1ccc(NC(=O)C2CCN(S(=O)(=O)c3ccc4c(c3)NC(=O)C(C)S4)CC2)c(C)c1 (stereo not drawn)	1	-1.3	-7	-11	2	-2	0	-2	16	-11
Cc1ccccc1NC(=S)NCc1ccc(Cl)cc1	-3	0.3	-3	-11	-45	-14	-3	45	4	-9
COc1ccc2c(Cl)c(C(=O)N/N=C/c3ccncc3)sc2c1	2	-0.7	-4	0	.	-7	.	.	-14	-6
CS(=O)(=O)c1cccc(C(=O)NCc2ccc(F)cc2)c1	-1	0.8	-2	1	3	-2	0	-3	-7	-17
O=C(CCSc1nc(-c2ccco2)cc(C(F)(F)F)n1)NCCc1ccccc1	-5	0.1	-2	-4	-17	-4	-3	17	20	1
COc1ccc(Cl)cc1C(=O)NNC(=O)c1n[nH]c2ccccc12	1	-0.3	-2	-3	9	0	0	-9	-1	-13
COCc1cc(=O)n2c(-c3ccccc3OC)n[nH]c2n1	-1	0.2	-5	7	19	2	3	-19	28	6
Cc1ccc(NC(=O)CSc2nnc(NC(=O)CN3CCOCC3)s2)cc1	-3	0.4	1	-4	6	-5	0	-6	-1	4
COc1cc2c(cc1OC)CN(C(=O)CCNC(=O)c1ccc(Br)cc1)CC2	4	0.6	-6	-4	-8	-1	-1	8	-4	-11
O=C1CSC(=Nc2cccc(Cl)c2Cl)N1Cc1cccnc1	3	0.0	-10	-7	-6	-3	6	6	-20	-12
C=CCNC(=O)COc1coc(CN2CCN(C(=O)c3ccco3)CC2)cc1=O	3	-2.2	-5	4	9	-5	-2	-9	-6	-5
N#CCCN(C(=O)COC(=O)c1ccc2c(c1)OCCO2)c1ccccc1	-1	0.4	-1	-3	-4	-3	-2	4	-16	-14
CCNc1c(NS(=O)(=O)c2ccc(Br)s2)c(=O)oc2ccccc12	-1	-2.3	2	-9	.	-3	0	.	22	0
CC[C@@H]1C=C(C(=O)O)[C@H](c2ccc(Cl)cc2)N1S(=O)(=O)c1ccc(C)cc1	2	-1.1	-7	-4	14	0	.	-14	-3	-9
O=C(CSc1nnc(CNC(=O)C23CC4CC(CC(C4)C2)C3)n1-c1ccccc1)Nc1ccccc1	-1	0.1	0	-11	-5	-3	-2	5	6	-8
CC(=O)N1CCN(Cc2nc(-c3cccc(Cl)c3)no2)CC1	1	0.5	0	-1	2	-2	-5	-2	-5	-10
COc1ccc(N2CCN(C(c3cccs3)C(C)NS(=O)(=O)c3ccccc3)CC2)cc1 (stereo not drawn)	-3	1.7	0	-6	-16	1	3	16	7	12
O=c1[nH]cnc2c1ncn2C1OCC(O)C(O)C1O (stereo not drawn)	0	0.0	2	-7	12	-4	.	-12	24	-2
CC(=O)c1cccc(NC(=O)/C(=C\c2ccco2)NC(=O)c2cccs2)c1	-1	1.5	-1	1	-23	-8	-1	23	6	7
Cc1ccc(N2C(=O)C(Cl)=C(NCc3ccccc3)C2=O)c(C)c1	-12	-0.4	-1	-1	-33	1	.	33	1	-16

(further entries)
SMILES	DAGLB inhibitor	LANA DNA inh	Keap1 Nrf2 FP	RTF Ca sens inh	SR-BI uptake up	PKA-R2B act	NSD2 inh	SR-BI DiI inh	Arr AP2 block	PvdQ acylase
O=C(COC(=O)CN1C(=O)c2ccccc2C1=O)Nc1cccc(F)c1	-1	-0.7	-2	-8	11	3	0	-11	-5	-17
COc1ccc(N2CCN(S(=O)(=O)c3ccc(OC)c(C(=O)N4CCCCC4)c3)CC2)cc1	0	-0.1	-2	1	.	6	4	.	8	-9
COc1ccc(-n2c(C)cc(C=O)c2C)cc1Cl	0	-1.2	-2	-2	-22	-3	8	22	-7	-13
CCOc1ccc(S(=O)(=O)N2CCN(Cc3ccccc3)CC2)c2cccnc12	3	0.6	-2	-16	-11	-12	-13	11	-1	10
N#Cc1nc(-c2ccc([N+](=O)[O-])cc2)oc1N1CCCCC1	-1	2.3	-4	-2	-19	4	-2	19	-14	-8
O=c1c2[nH]c3ccccc3c2nc2n1CCCS2	.	-0.2	0	.	1	.	-1	-1	30	9
O=c1c2ccccc2nc2c3ccccc3c(NCc3ccco3)nn12	-3	0.7	0	-3	-14	4	1	14	5	-5
O=C1CCC(=O)N1c1ccccc1-c1ccccc1	1	0.0	0	-4	25	0	-1	-25	-1	-17
O=C(NCSc1ccccc1)c1ccccc1	-3	0.3	1	11	45	-7	.	-45	4	-6
CCCN1CCN(CCCNC(=O)c2cc3c(=O)oc4ccc(C)cc4c3s2)CC1	6	-1.0	-2	-10	-48	0	-2	48	27	-5
CCNC(=O)[C@H]1O[C@@H](n2cnc3c(N)nc(NCCc4ccc(CCC(=O)O)cc4)nc32)[C@H](O)[C@@H]1O	1	1.9	-4	9	-6	-1	.	6	23	6
CCN(CCCNC(=O)C1CCC(=O)N1Cc1ccc(F)cc1)c1cccc(C)c1 (stereo not drawn)	2	-0.5	-4	-2	-23	-13	12	23	-5	-17
COc1cc2[nH]c(=O)n(CCC(=O)NC3CCCC3)c(=O)c2cc1OC	0	-1.4	-3	-3	-1	8	0	1	-7	-11
O=C(Nc1ccc(F)cc1)NC1(C(=O)NCc2cccs2)CCCCC1	2	0.0	1	-2	-8	-2	0	8	9	-7
COc1ccc(C2C(=O)N(C3CCCCC3)CC(=O)N2C2CCCCC2)cc1 (stereo not drawn)	-1	-0.9	-2	-1	19	-4	0	-19	1	-18
Cc1c(=O)n(OCc2ccccc2F)c2ccccc2[n+]1[O-]	-2	-1.5	-2	1	13	-7	4	-13	-4	-8
C/C(=N\OCc1ccccc1C#N)c1cc2ccccc2o1	0	-1.0	4	14	-1	1	-1	1	10	-9
O=C(COc1cc2oc(=O)c3c(c2cc1Cl)CCCC3)N1C[C@H]2C[C@@H](C1)c1cccc(=O)n1C2	1	1.2	1	-5	-60	1	.	60	6	1
CC(=O)Nc1ccc2c3c(cccc13)CC2	-1	-0.1	6	-14	5	0	-4	-5	-6	-8
Cc1ccc(C(=O)NCC(=O)OCC(=O)NC2CCS(=O)(=O)C2)cc1C (stereo not drawn)	-1	2.0	-5	4	21	-1	-1	-21	.	0

Only Arr AP2 block and SR-BI uptake up, for some of the entries so far:
Compound,Arr AP2 block,SR-BI uptake up
O=c1c2ccccc2nc2c3ccccc3c(NCc3ccco3)nn12,5,-14
O=C1CCC(=O)N1c1ccccc1-c1ccccc1,-1,25

Additional results
SMILES	DAGLB inhibitor	LANA DNA inh	Keap1 Nrf2 FP	RTF Ca sens inh	SR-BI uptake up	PKA-R2B act	NSD2 inh	SR-BI DiI inh	Arr AP2 block	PvdQ acylase
COc1cc(NC(=O)C(=O)NNC(=O)C2CCCCC2)c(OC)cc1Cl	2	-1.3	-4	-2	-4	8	1	4	-2	-2
COc1ccc(-c2cc(C(=O)NCc3ccco3)c3ccccc3n2)cc1	-6	-3.9	0	-14	-51	-8	-5	51	8	-4
Nc1nc(-c2ccc(NC(=O)c3ccco3)cc2)cs1	0	-2.5	-2	-3	-12	-11	-1	12	7	-17
COc1cc(CNCc2cccs2)cc(Br)c1OC	-3	-1.2	-3	0	-3	-9	-10	3	3	-8
O=C(CCc1nnc2n(Cc3ccc(Cl)cc3)c(=O)c3ccccc3n12)N1CCN(c2ccccn2)CC1	4	-1.1	-2	-11	30	-6	1	-30	11	-13
CC(Nc1cc(N2CCOCC2)ccc1[N+](=O)[O-])c1ccccc1 (stereo not drawn)	-1	-0.3	-1	8	-35	-7	7	35	5	-3
COCCCN(Cc1ccccn1)S(=O)(=O)Cc1ccccc1	1	1.4	1	-10	-13	0	22	13	3	-6
COc1ccc(S(=O)(=O)N2CCOCC2)cc1NC(=O)CSc1nnc(C2CC2)n1N	0	1.5	-4	-16	.	6	-2	.	5	-10
FC(F)Oc1ccc(/C=N/NC(=S)Nc2cc(C(F)(F)F)ccc2Cl)cc1	-4	2.8	-4	0	-15	0	-1	15	6	-7
N=C(N)c1ccc(O)cc1	-2	-0.9	-5	-6	12	-6	-4	-12	3	4
COc1ccccc1OCCn1ccnc1	1	-5.3	4	1	11	4	5	-11	3	-15
O=C(NNc1c2ccccc2nc2ccccc12)c1ccccc1Cl	21	0.9	-1	2	-53	7	2	53	-11	-3
